SRC1 TRFRET art: TR-FRET detection interference compounds, primary screen, artefact control for PPARgamma SRC-1 recruitment agonists, biochemical, TR-FRET emission ratio; 99,000 tested, 0.34% active; TR-FRET detection artefact counter-screen; stronger effect = higher value; TR-FRET ratio at 8 µM; in the data active = TR-FRET ratio above about 2300; note: inactives centre near 1800
SRC3 TRFRET art: TR-FRET detection interference compounds, artefact control for PPARgamma SRC-3 recruitment agonists, biochemical, TR-FRET ratio; TR-FRET artefact counter-screen, PPARgamma/SRC-3 format; stronger effect = higher value; TR-FRET ratio at 8 µM; 99,000 tested, 0.39% active; AID 1048, 2008; in the data active = TR-FRET ratio above about 2000; note: inactives centre near 1600
The depositor's hits bear a star. Only part of the results is shown. The share of hits here may be higher or lower than overall.

For COCCCNC(=S)NNC(=O)C1CC1c1ccc(C(C)(C)C)cc1 (stereo not drawn) the results were SRC1 TRFRET art 1801 and SRC3 TRFRET art 1593.
O=C(c1sc2cc([N+](=O)[O-])ccc2c1Cl)N1CCCCC1 was read as SRC1 TRFRET art 1738 and SRC3 TRFRET art 1562.
Screening Cc1nn(C)cc1CN(C)C(=O)CC12CC3CC(CC(C3)C1)C2 returned SRC1 TRFRET art 1888 and SRC3 TRFRET art 1606.
`CCOC(=O)Cn1c2ccc(C)cc2c2nc(C)sc21` gave SRC1 TRFRET art 1888 and SRC3 TRFRET art 1715.
Screening O=C(COc1ccccc1)Nc1ccc(S(=O)(=O)Nc2ncccn2)cc1 returned SRC1 TRFRET art 1825 and SRC3 TRFRET art 1521.
Screening CC(=O)Nc1ccc(NC(=O)COC(=O)c2c3c(nc4ccccc24)CCN(Cc2ccccc2)C3)cc1 returned SRC1 TRFRET art 1933 and SRC3 TRFRET art 1735.
`CC1CCCCC12NC(=O)N(CC(=O)Nc1ccccc1N1CCOCC1)C2=O` (stereo not drawn) gave SRC1 TRFRET art 1909 and SRC3 TRFRET art 1644.
For CCCC1CCC(c2ccc(/C(N)=N/O)cc2)CC1 (stereo not drawn) the results were SRC1 TRFRET art 1943 and SRC3 TRFRET art 1623.
CCOc1ccc(-c2cn(-c3cccc(SC)c3)c(=O)[nH]2)cc1 was read as SRC1 TRFRET art 1802 and SRC3 TRFRET art 1579.
Screening Cc1ccc(CSCCNS(=O)(=O)c2ccc(C)cc2)cc1 returned SRC1 TRFRET art 1925 and SRC3 TRFRET art 1749.
Screening COc1ccc(N(C(=O)C(C)C)S(=O)(=O)c2cccc([N+](=O)[O-])c2)cc1 returned SRC1 TRFRET art 1839 and SRC3 TRFRET art 1619.
COc1ccc(CN2CCN(CC=C(C)C)C(CCO)C2)cc1Cn1cccn1 (stereo not drawn) was read as SRC1 TRFRET art 1849 and SRC3 TRFRET art 1598.
`CN(C)c1nc(N(C)C)nc(N2CC(=O)N(c3ccccc3)C2=N)n1` gave SRC1 TRFRET art 1702 and SRC3 TRFRET art 1777.
For O=C(COc1ccccc1)Nc1ccc(Cl)cc1Cl the results were SRC1 TRFRET art 1674 and SRC3 TRFRET art 1558.
CC1(C)CNc2cc(N)ccc2S1 was read as SRC1 TRFRET art 2097 and SRC3 TRFRET art 1734.
`CC(=O)OCc1c(C)cc(C)c(/C=C(/C#N)C(N)=O)c1C` gave SRC1 TRFRET art 1555 and SRC3 TRFRET art 1441.
Screening COC(=O)CCC(=O)Nc1cccc([N+](=O)[O-])c1 returned SRC1 TRFRET art 1617 and SRC3 TRFRET art 1507.
`CCCCn1nnc(NC(=O)c2ccc(-c3cccc([N+](=O)[O-])c3)o2)n1` gave SRC1 TRFRET art 1791 and SRC3 TRFRET art 1489.
Screening Cc1ccc(NC(=O)CN(C)CC(=O)Nc2cccc(F)c2)cc1[N+](=O)[O-] returned SRC1 TRFRET art 1855 and SRC3 TRFRET art 1559.
`COc1ccc(Cn2c(=O)[nH]c3cc(C(=O)NCCc4ccc(S(N)(=O)=O)cc4)ccc3c2=O)cc1` gave SRC1 TRFRET art 1586 and SRC3 TRFRET art 1302.
`S=c1[nH]nc(-c2cccnc2)n1/N=C/C=C/c1ccccc1` gave SRC1 TRFRET art 1720 and SRC3 TRFRET art 1550.
O=C(O)CCCCCN1C(=O)/C(=C\c2ccncc2)SC1=S was read as SRC1 TRFRET art 1923 and SRC3 TRFRET art 1692.
`COc1ccc(OC)c(NC(=O)COC(=O)/C=C/c2ccccc2Cl)c1` gave SRC1 TRFRET art 1991 and SRC3 TRFRET art 1675.
For COc1cccc(Nc2c3c(nc4c(-c5ccccc5)c(C)nn24)CCC3)c1 the results were SRC1 TRFRET art 1816 and SRC3 TRFRET art 1675.
For COc1ccc(C2OCC3(CO2)SC(=O)NC3=O)cc1 (stereo not drawn) the results were SRC1 TRFRET art 1824 and SRC3 TRFRET art 1431.
For COCCNc1nc(C)c(C(C)=O)s1 the results were SRC1 TRFRET art 1546 and SRC3 TRFRET art 1402.
`N#Cc1ccc(Cl)cc1NC(=O)COC(=O)[C@H](CCC(N)=O)NC(=O)c1ccc(F)cc1` gave SRC1 TRFRET art 1819 and SRC3 TRFRET art 1539.
For CNc1c([N+](=O)[O-])cnn1-c1cccc(Cl)n1 the results were SRC1 TRFRET art 1691 and SRC3 TRFRET art 1505.
CCNc1nc(NCC)n2c(SCC(=O)Nc3ccccc3)nnc2n1 was read as SRC1 TRFRET art 1647 and SRC3 TRFRET art 1436.
For CC(C)(C)C(=O)Nc1ccc(C(=O)N/N=C/C2CC3C=CC2C3)cc1 (stereo not drawn) the results were SRC1 TRFRET art 1635 and SRC3 TRFRET art 1540.
O=C(C1CCC(CNS(=O)(=O)c2ccc(F)cc2)CC1)N1CCOCC1 (stereo not drawn) was read as SRC1 TRFRET art 1593 and SRC3 TRFRET art 1496.
`Cc1ccc(S(=O)(=O)N(Cc2ccccc2)c2ccccc2C(=O)NCc2cccnc2)cc1` gave SRC1 TRFRET art 1881 and SRC3 TRFRET art 1576.
Screening CCOC(=O)CNC(=S)N(Cc1ccccc1)Cc1cccs1 returned SRC1 TRFRET art 1651 and SRC3 TRFRET art 1315.
Screening O=C(NCCc1c[nH]c2ccccc12)c1cccc(S(=O)(=O)Nc2ccccc2Cl)c1 returned SRC1 TRFRET art 1699 and SRC3 TRFRET art 1557.
CC(C)CC(NC(=O)c1ccccc1)C(=O)N/N=C/c1ccco1 (stereo not drawn) was read as SRC1 TRFRET art 1577 and SRC3 TRFRET art 1519.
`CCOC(=O)N=Nc1c(O)n(CC)c2ccccc12` gave SRC1 TRFRET art 1483 and SRC3 TRFRET art 1536.
O=C(CCn1cnc2ccccc21)N/N=C/c1ccccc1O was read as SRC1 TRFRET art 1676 and SRC3 TRFRET art 1717.
For NC(=O)C1CCN(C(=O)c2ccc3c(=O)n(Cc4ccco4)c(SCC(=O)c4ccc(F)cc4)nc3c2)CC1 the results were SRC1 TRFRET art 1890 and SRC3 TRFRET art 1429.
`OCCNCCNCc1ccc(-c2ccccc2)cc1` gave SRC1 TRFRET art 1700 and SRC3 TRFRET art 1421.
O=C(CSc1ccccc1)Nc1ccc(S(=O)(=O)Nc2ncccn2)cc1 was read as SRC1 TRFRET art 1593 and SRC3 TRFRET art 1431.

An excerpt from above in order of heavy-atom count, smallest number first.
`CCOC(=O)N=Nc1c(O)n(CC)c2ccccc12` gave SRC1 TRFRET art 1483 and SRC3 TRFRET art 1536.
`OCCNCCNCc1ccc(-c2ccccc2)cc1` gave SRC1 TRFRET art 1700 and SRC3 TRFRET art 1421.
`S=c1[nH]nc(-c2cccnc2)n1/N=C/C=C/c1ccccc1` gave SRC1 TRFRET art 1720 and SRC3 TRFRET art 1550.
Screening CCOC(=O)CNC(=S)N(Cc1ccccc1)Cc1cccs1 returned SRC1 TRFRET art 1651 and SRC3 TRFRET art 1315.
CC(C)CC(NC(=O)c1ccccc1)C(=O)N/N=C/c1ccco1 (stereo not drawn) was read as SRC1 TRFRET art 1577 and SRC3 TRFRET art 1519.
For CC(C)(C)C(=O)Nc1ccc(C(=O)N/N=C/C2CC3C=CC2C3)cc1 (stereo not drawn) the results were SRC1 TRFRET art 1635 and SRC3 TRFRET art 1540.
`COc1ccc(OC)c(NC(=O)COC(=O)/C=C/c2ccccc2Cl)c1` gave SRC1 TRFRET art 1991 and SRC3 TRFRET art 1675.
For COc1cccc(Nc2c3c(nc4c(-c5ccccc5)c(C)nn24)CCC3)c1 the results were SRC1 TRFRET art 1816 and SRC3 TRFRET art 1675.
`N#Cc1ccc(Cl)cc1NC(=O)COC(=O)[C@H](CCC(N)=O)NC(=O)c1ccc(F)cc1` gave SRC1 TRFRET art 1819 and SRC3 TRFRET art 1539.

The list goes on:
Screening CC(=O)c1cccc(NC(=O)C2C3C=CC(C3=C(c3ccccc3)c3ccccc3)C2C(=O)O)c1 (stereo not drawn) returned SRC1 TRFRET art 1678 and SRC3 TRFRET art 1543.
For CC(C)(C)NC(=O)NC(=O)CN1CCN(Cc2ccccc2)CC1 the results were SRC1 TRFRET art 1791 and SRC3 TRFRET art 1542.
Cc1cc(NC(=O)CS(=O)(=O)Cc2ccccc2)no1 was read as SRC1 TRFRET art 1939 and SRC3 TRFRET art 1636.
For COc1ccc(CCNC(=O)CCCCCNc2nc(=S)[nH]c3ccccc23)cc1OC the results were SRC1 TRFRET art 1503 and SRC3 TRFRET art 1440.
Cc1ccc(C)c(S(=O)(=O)N2CCCOC2CNC(=O)C(=O)NCCC2=CCCCC2)c1 (stereo not drawn) was read as SRC1 TRFRET art 1678 and SRC3 TRFRET art 1401.
CCOC(=O)c1cc(CC)sc1NC(=O)CC1Sc2ccc(C(F)(F)F)cc2NC1=O (stereo not drawn) was read as SRC1 TRFRET art 1953 and SRC3 TRFRET art 1676.
Screening FC(F)(F)c1cccc(NC(=S)N2CCN(c3ccccn3)CC2)c1 returned SRC1 TRFRET art 1695 and SRC3 TRFRET art 1529.
Cc1ccc(N2C(=O)N(CC(=O)C(C)(C)C)c3ccccc3S2(=O)=O)cc1 was read as SRC1 TRFRET art 1798 and SRC3 TRFRET art 1635.
`CCCn1c(=O)c(C(=O)NCc2ccco2)c(O)c2ccccc21` gave SRC1 TRFRET art 1939 and SRC3 TRFRET art 1508.
`COc1ccc(NS(=O)(=O)c2cc(NC(=O)c3ccco3)ccc2N2CCCCC2)cc1` gave SRC1 TRFRET art 1742 and SRC3 TRFRET art 1661.
NNC(=O)CSc1c(-c2cccs2)[nH]c2ccccc12 was read as SRC1 TRFRET art 2083 and SRC3 TRFRET art 1746.
Screening CCC(C)(C(=O)NC1CCCCC1)N(CC1CCCO1)C(=O)Cc1cccs1 (stereo not drawn) returned SRC1 TRFRET art 1958 and SRC3 TRFRET art 1652.
Screening Cn1c(=O)c2c(ncn2CC(=O)OCC(=O)NCc2ccc(Cl)cc2)n(C)c1=O returned SRC1 TRFRET art 1732 and SRC3 TRFRET art 1555.
CCOc1ccc(-n2c(N)c(C(=O)N3CCN(C)CC3)sc2=S)cc1 was read as SRC1 TRFRET art 1548 and SRC3 TRFRET art 1397.
For O=C(C1CCN(Cc2cn[nH]c2-c2ccc(F)cc2F)CC1)N1CCOCC1 the results were SRC1 TRFRET art 1966 and SRC3 TRFRET art 1540.
CCOC(=O)c1[nH]ncc1CN1CCN(Cc2ccccc2)C(CCO)C1 (stereo not drawn) was read as SRC1 TRFRET art 1781 and SRC3 TRFRET art 1734.
For Cn1c(N/N=C/c2cc3ccccc3nc2Cl)nc2ccccc21 the results were SRC1 TRFRET art 1922 and SRC3 TRFRET art 1601.
`CCc1cc(C(N)=O)c(NC(=O)c2ccc(OC)cc2)s1` gave SRC1 TRFRET art 1690 and SRC3 TRFRET art 1629.
`O=c1cc(N2CCCC2)c2ccccc2o1` gave SRC1 TRFRET art 1873 and SRC3 TRFRET art 1552.
`CCC(C)(C#CCN1CCCCC1)OCCC#N` (stereo not drawn) gave SRC1 TRFRET art 1805 and SRC3 TRFRET art 1593.
Screening COc1ccc(O)c(/C=N/NC(=O)c2ccc(CSc3nc(C)cc(C)n3)cc2)c1 returned SRC1 TRFRET art 1934 and SRC3 TRFRET art 1537.
For CCOc1ccc(NC(=O)CC2C(=O)N(c3ccc(OC)cc3)C(=O)N2Cc2ccc(OC)cc2)cc1 (stereo not drawn) the results were SRC1 TRFRET art 1828 and SRC3 TRFRET art 1518.
Screening O=C(N/N=C\c1cc([N+](=O)[O-])ccc1N1CCOCC1)c1ccccn1 returned SRC1 TRFRET art 1956 and SRC3 TRFRET art 1706.
Oc1ccc(-c2csc(Nc3ncccn3)n2)cc1 was read as SRC1 TRFRET art 1704 and SRC3 TRFRET art 1391.
Screening COc1cccc(CNC(=S)Nc2cc(OC)ccc2OC)c1 returned SRC1 TRFRET art 1775 and SRC3 TRFRET art 1491.
For O=C(N/N=C\c1cccc(OC(=O)c2ccco2)c1)c1ccc2c(c1)OCO2 the results were SRC1 TRFRET art 1658 and SRC3 TRFRET art 1568.
O=C(NCCc1ccccc1)C1CCCN(S(=O)(=O)c2cccc3nsnc23)C1 (stereo not drawn) was read as SRC1 TRFRET art 1758 and SRC3 TRFRET art 1477.
`Cc1cccc(S(=O)(=O)NCCc2cn3ccccc3n2)c1` gave SRC1 TRFRET art 1744 and SRC3 TRFRET art 1668.
For COc1ccc(C(=O)C[n+]2ccc(C)cc2)cc1 the results were SRC1 TRFRET art 1825 and SRC3 TRFRET art 1582.
For CCn1cc(C(=O)Nc2sc(C)c(C)c2C(=O)OC)cn1 the results were SRC1 TRFRET art 1673 and SRC3 TRFRET art 1413.
`Cc1cccc(-c2nsc(SCC(=O)NCC3CCCO3)n2)c1` (stereo not drawn) gave SRC1 TRFRET art 1939 and SRC3 TRFRET art 1576.
`O=C(NCc1ccc2c(c1)OCO2)c1cc2n(n1)C(C(F)(F)F)CC(c1ccc3c(c1)OCO3)N2` (stereo not drawn) gave SRC1 TRFRET art 1784 and SRC3 TRFRET art 1438.
Screening COc1cc2nc(=S)n3[nH]c(CCn4c(C)nc5ccccc54)nc3c2cc1OC returned SRC1 TRFRET art 1807 and SRC3 TRFRET art 1834.
For CCN1CCN(C(=O)Cn2nc(-c3ccc(Cl)cc3)ccc2=O)CC1 the results were SRC1 TRFRET art 1951 and SRC3 TRFRET art 1833.
`O=C(/C=C/c1ccco1)Nc1ccccc1N1CCCCC1` gave SRC1 TRFRET art 1818 and SRC3 TRFRET art 1556.
For COc1ccc(C2CC(c3ccccc3)=NN2S(=O)(=O)c2ccccc2)c(OC)c1 (stereo not drawn) the results were SRC1 TRFRET art 1688 and SRC3 TRFRET art 1504.
Screening COc1cc(NC(=O)c2ccc3c(c2)OCO3)ccc1NC(=O)c1cccs1 returned SRC1 TRFRET art 1717 and SRC3 TRFRET art 1538.
